Screens as filed in PubChem BioAssay.
DAGLB inhibitor: DAGLB lipase inhibitors, primary screen, biochemical, fluorescence, HTS; HEK293T DAGLB membrane lysate, EnzChek fluorogenic substrate; 0.059% of 340,000 active; AID 504411, 2011; inhibition, % at 5.17 µM; Diacylglycerol lipase-beta (Homo sapiens), Q8NCG7; in the data active means inhibition above about 34%;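 further: 0% = enzyme with vehicle and 100% = wells lacking enzyme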
Target sequence (Q8NCG7 whole entry, looked up): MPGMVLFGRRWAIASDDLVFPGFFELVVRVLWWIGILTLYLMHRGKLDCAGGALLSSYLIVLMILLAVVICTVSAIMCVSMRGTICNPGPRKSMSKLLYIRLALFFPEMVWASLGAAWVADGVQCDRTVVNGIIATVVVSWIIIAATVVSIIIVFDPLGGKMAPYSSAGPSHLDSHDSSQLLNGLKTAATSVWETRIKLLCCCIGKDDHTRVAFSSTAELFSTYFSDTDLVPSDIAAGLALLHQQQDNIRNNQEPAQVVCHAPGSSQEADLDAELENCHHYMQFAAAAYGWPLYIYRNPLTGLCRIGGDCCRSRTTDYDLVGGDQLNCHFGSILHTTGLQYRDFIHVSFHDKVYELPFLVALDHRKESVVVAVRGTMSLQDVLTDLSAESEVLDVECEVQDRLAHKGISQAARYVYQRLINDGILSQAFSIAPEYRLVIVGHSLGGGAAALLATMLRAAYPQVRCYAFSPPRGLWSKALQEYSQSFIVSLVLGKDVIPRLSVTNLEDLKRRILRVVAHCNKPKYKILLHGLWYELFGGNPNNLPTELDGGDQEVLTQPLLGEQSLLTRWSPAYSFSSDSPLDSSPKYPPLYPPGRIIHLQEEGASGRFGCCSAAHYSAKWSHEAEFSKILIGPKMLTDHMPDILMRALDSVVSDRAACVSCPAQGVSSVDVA
NSD2 inh: NSD2 histone methyltransferase inhibitors, primary screen, biochemical, AlphaScreen, single concentration, set 2. NSD2 peptide methylation, 120 min. inhibition, % at 12.5 µM. AID 743445, 2014. 0.54% of 310,000 active. Histone-lysine N-methyltransferase NSD2 (Homo sapiens), O96028; in the data active means inhibition above about 50%
CAL PDZ FP-1: CAL PDZ peptide-binding inhibitors, primary screen, biochemical, fluorescence polarization, Cer-tagged CAL PDZ, HTS. Golgi-associated PDZ and coiled-coil motif-containing protein (Homo sapiens), Q9HD26. purified CAL PDZ, TMR-peptide fluorescence polarization, 1 h. inhibition, % at 20 µM. 0.02% of 330,000 active. AID 504414, 2011;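 active means highest replicate inhibition of at least 40%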;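 further: plate controls were DMSO neutral control wells for no effect and unlabeled competitor peptide control wells for full effect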
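Test system: purified CerCALP PDZ construct; Compound dosing: one concentration, 20 µM compound; Also added: TMR-labelled reporter peptide T*-PRC34 bound in PDZ groove; Read-out: inhibition from polarization loss; Controls: unlabelled peptide and DMSO controls; Signal: FP readout, S and P plane fluorescence; Incubation: 1 h at RT.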
Pemphigus Ab inh: inhibitors of pemphigus antibody binding to DSG3, primary screen, biochemical, bead-based, flow cytometry, scFv-GFP; DSG3-coupled beads, scFv-anti-DSG3-GFP binding; stronger effect = lower value; AID 588358, 2011; binding (percent of control), % at 10 µM; 0.48% of 310,000 active; Desmoglein-3 (Homo sapiens), P32926;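 active means binding more than 3 SD below its plate's average and above zero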;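 further: hits lower antibody fragment binding to DSG3; some compounds called inactive have numbers as strong as hits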
Arrestin-AP2 inh: inhibitors of beta-arrestin/AP2 binding, primary screen, biochemical, GPCR trafficking, flow cytometry; FITC-arrestin peptide / GST-AP2 beads; AP2 beta2 appendage carries R879A mutation; inhibition, % at 10 µM; 0.31% of 340,000 active; AID 504490, 2011;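 active means inhibition above a set limit, near 3 SD of compounds lacking own fluorescence, cut at about 54% in these data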;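 further: plate controls were DMSO wells for no effect and 5 µM unlabelled arrestin peptide for full effect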
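System: GST-tagged AP2 beta2-adaptin appendage (R879A) on 4 µm glutathione beads / Reagent: FITC-arrestin peptide, 50 nM / Detection: HyperCyt-sampled flow cytometry, FL1 channel, ex 488/em 535 nm / Timing: 12 min plus 1 h, RT / Buffer or medium: PBS plus Tween 20 (0.05%) and BSA (0.1%)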
Keap1 Nrf2 FP: Keap1-Nrf2 protein-protein interaction inhibitors, primary screen, biochemical, fluorescence polarization, single point | 0.15% of 340,000 active | inhibition, % at 9.4 µM | AID 504523, 2011 | Kelch-like ECH-associated protein 1 (Homo sapiens), Q14145 | Keap1 Kelch-Nrf2 peptide fluorescence polarization, 1536-well; in the data active means inhibition above about 12%;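 further: human Keap1 Kelch domain with fluorescein labeled Nrf2 9mer peptide probe; 0% = neutral control wells and 100% = peptide positive control; higher means more block of Keap1 binding to Nrf2 peptide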
V-ATPase pHluor: regulators of yeast V-ATPase proton pumping, primary screen, pHLuorin cytosolic pH fluorescence. response, % at 10 µM. S. cerevisiae. 0.37% of 350,000 active; in the data active means response mostly above about 7.3%, no sharp cut-off; inactive means mostly below about 5.4%; further: actives read high; inactives centre near 0; some compounds called inactive have numbers as strong as hits
LANA DNA inh: inhibitors of KSHV C-LANA binding to DNA, primary screen, biochemical, fluorescence polarization, FAM-LBS DNA, MBP-C-LANA, single point; 0.078% of 340,000 active; AID 504423, 2011; inhibition, % at 9 µM;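 active means highest replicate inhibition at or above 60% at 9 µM, even if other replicates fall short; inactive means all replicates below 60% inhibition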;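 further: 0% = neutral control wells and 100% = 4 µM acridine orange control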
CAL PDZ FP-2: untagged CAL PDZ binding inhibitors, primary screen, biochemical, fluorescence polarization, HTS; Golgi-associated PDZ and coiled-coil motif-containing protein (Homo sapiens), Q9HD26; purified CAL PDZ, TMR-peptide fluorescence polarization, 1 h; inhibition, % at 24.9 µM; 0.92% of 300,000 active; AID 602252, 2012;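 active means mean inhibition of at least 30% with at least half of replicates also reaching 30%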;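 further: 0% = DMSO neutral control and 100% = excess unlabeled competitor peptide PRC23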
Cardiac RTF inh: cardiac RTF calcium sensitivity inhibitors, primary screen, biochemical, IANBD-TnC fluorescence, EC70 calcium | IANBD-labeled cardiac RTF, Ca2+ fluorescence | inhibition, % at 7.15 µM | 0.12% of 340,000 active;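 active means inhibition above the mean inhibition of all tested compounds plus 3 SD, cut at about 17% in these data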;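 further: assay run at fixed EC70 calcium of 1.6 mM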
* hit, by the source's call; · = not tested or not shown. The list is partial; rates above refer to the full screens.

Start of the data: the first 2 compounds (preview)
canonical_smiles | DAGLB inhibitor | NSD2 inh | CAL PDZ FP-1 | Pemphigus Ab inh | Arrestin-AP2 inh | Keap1 Nrf2 FP | V-ATPase pHluor | LANA DNA inh | CAL PDZ FP-2 | Cardiac RTF inh
Cn1cc(CN2CCN(CCO)CC2)c(-c2ccc(Oc3ccccc3)cc2)n1 | -1 | -1 | 5.8 | 108 | -28 | -5 | -4 | 1.6 | -3 | 0
C[C@H]1CN([C@@H](C)CO)C(=O)Cc2cc(NC(=O)Cc3cn(C)c4ccccc34)ccc2O[C@@H]1CN(C)S(=O)(=O)c1cn(C)cn1 | -2 | · | 0.5 | 101 | -2 | 0 | 1 | -0.5 | -5 | -13

Results, previewed entries included:
canonical_smiles | DAGLB inhibitor | NSD2 inh | CAL PDZ FP-1 | Pemphigus Ab inh | Arrestin-AP2 inh | Keap1 Nrf2 FP | V-ATPase pHluor | LANA DNA inh | CAL PDZ FP-2 | Cardiac RTF inh
Cn1cc(CN2CCN(CCO)CC2)c(-c2ccc(Oc3ccccc3)cc2)n1 | -1 | -1 | 5.8 | 108 | -28 | -5 | -4 | 1.6 | -3 | 0
C[C@H]1CN([C@@H](C)CO)C(=O)Cc2cc(NC(=O)Cc3cn(C)c4ccccc34)ccc2O[C@@H]1CN(C)S(=O)(=O)c1cn(C)cn1 | -2 | · | 0.5 | 101 | -2 | 0 | 1 | -0.5 | -5 | -13
Cc1ccc(NC(=O)CSc2nc(CSc3ccc(C)cc3)cc(=O)[nH]2)cc1 | 14 | 24 | -6.4 | 94 | -12 | -5 | -3 | 0.4 | · | -12
COc1ccc(NCC(=O)Nc2ccc(Cl)cc2C)c(OC)c1 | 4 | · | -2.1 | 118 | 6 | -4 | -4 | -1.1 | -1 | -2
CN1CCN(C(=O)c2cc3nc(-c4ccccc4)cc(C(F)(F)F)n3n2)CC1 | 0 | 0 | -0.9 | 104 | -6 | 1 | -8 | 1.2 | -3 | -8
CCOC(=O)c1ccc(N2CCN(c3ccccc3F)CC2)c(NC(=O)Nc2cccc(OC)c2)c1 | -5 | -3 | -0.2 | 96 | 34 | -3 | -1 | -0.2 | · | 8
O=C(CCNC(=O)c1ccco1)Nc1ccccc1OC(F)F | -1 | -2 | -1.9 | 111 | -1 | 5 | -2 | 1.0 | -2 | -2
COc1cc(C(=O)NCCc2cc3c(OC)ccc(OC)c3[nH]c2=O)cc(OC)c1OC | -1 | -1 | -4.6 | 88 | 1 | -7 | 4 | 0.2 | 2 | -11
CN1CCN(c2ccc(Cl)cc2NC(=O)CC2OC(=O)c3ccccc32)CC1 (configuration not stated) | 4 | 0 | -3.1 | 107 | -18 | -4 | -2 | 1.3 | -5 | -4
CCNc1ccc(C(=O)OCC(=O)N2CCCC2)cc1[N+](=O)[O-] | -1 | 4 | -2.1 | 96 | -1 | -5 | 0 | -0.1 | -3 | 5
COCc1cc(C)nc2oc(C(=O)c3ccccc3)c(N)c12 | -1 | -9 | · | · | -12 | -3 | 0 | -1.8 | 5 | -7
O=C(NCCO)C(=O)Nc1cc2c3c(c1)CCC(=O)N3CCC2 | 2 | -5 | -3.6 | 104 | 9 | 1 | -2 | -2.2 | -8 | -2
COc1ccccc1N(CC(=O)NCc1ccccc1)C(=O)CCC(=O)Nc1ccccn1 | 2 | -6 | -0.1 | 93 | 25 | 0 | 0 | -0.9 | 6 | 2
COCCn1c(=S)[nH]c2cc(C(=O)N3CCc4ccccc4C3)ccc2c1=O | 1 | -1 | -1.1 | 115 | 11 | -3 | -1 | 0.2 | -2 | -12
CCOC(=O)C1CCCN(C(=O)COc2ccc(S(=O)(=O)N(CC)c3ccccc3)cc2)C1 (configuration not stated) | 0 | -6 | -2.1 | 125 | 31 | 2 | -1 | -1.0 | 3 | 0
Cc1cc(C)c2c(=O)[nH]c(SCC(=O)N3CCCCC3)nc2n1 | 2 | 0 | -0.5 | 95 | 6 | 2 | 7 | -1.6 | 2 | -8
COC(=O)Cn1c(=O)c2c(nc3n2CCCN3Cc2ccccc2)n(C)c1=O | -5 | 0 | -0.1 | 96 | -4 | 3 | 0 | 0.1 | 13 | -6
CSc1ncccc1C(=O)OCC(=O)c1ccccc1Br | -6 | · | -1.1 | 98 | -16 | -1 | 5 | 0.3 | -4 | -2
Cn1cnc(Sc2ncnc3nc[nH]c23)c1[N+](=O)[O-] | 0 | · | -1.9 | 103 | -3 | -4 | -1 | -0.4 | -7 | -4
COc1ccc(N2CCN(C(=O)CCc3nnc4ccc(N5CCOCC5)nn34)CC2)cc1 | 0 | -1 | -1.8 | · | 6 | -2 | -3 | -0.6 | 6 | -3
Cn1c(CCC(=O)Nc2ccc(S(C)(=O)=O)cc2)nc2cc(S(=O)(=O)N3CCOCC3)ccc21 | -1 | 5 | 0.1 | 101 | -23 | -4 | -3 | -1.4 | -1 | -9
Nc1nnc(CCOc2ccc(Cl)cc2)s1 | 2 | -3 | -2.8 | 108 | 8 | -5 | 0 | -0.6 | -5 | 3
COC(=O)Nc1snnc1C | 0 | -2 | 0.1 | · | 10 | 1 | -5 | -0.2 | -4 | -4
O=C(OCc1nnc(-c2ccccc2)o1)C1CC(=O)N(c2ccccc2)C1 (configuration not stated) | -1 | 2 | -2.5 | 113 | -6 | -1 | -2 | 0.4 | -1 | 7
O=C(NCc1ccco1)/C(=C\c1ccco1)NC(=O)c1ccco1 | -1 | · | -0.5 | 85 | -4 | 1 | 1 | 0.5 | -3 | -16
CNC(=O)CS(=O)CC(=O)Nc1cc(OC(C)C)c(Cl)cc1Cl (configuration not stated) | -2 | -2 | 0.3 | 101 | -3 | -1 | -1 | -2.1 | -3 | 2
CCOc1ccc(C(=O)NCC(=O)Nc2ccncc2)cc1OCC | 1 | 0 | 1.2 | · | 22 | 1 | 2 | -3.5 | 14 | -15
CCCn1c(=O)c2c(nc3n2CCS3)n(C)c1=O | -1 | -4 | -0.8 | 97 | -5 | -5 | 0 | 2.0 | · | -1
N#Cc1cc(N)c(Nc2ccccc2)cc1C#N | 2 | · | 0.0 | 107 | 27 | -1 | -3 | 0.3 | -5 | -1
O=C(CSc1nc2cc3c(cc2c(=O)n1CCC1=CCCCC1)OCO3)NCc1ccco1 | 0 | 0 | -2.4 | 89 | 1 | -3 | 4 | 0.4 | -3 | -1
COc1ccccc1N(CC(=O)NCCC1=CCCCC1)S(=O)(=O)c1ccccc1 | -4 | -1 | -1.1 | 103 | 11 | -4 | 2 | 0.9 | 1 | -1
COc1ccc(C(=O)NC2CCN(C(=O)NCc3ccccc3)CC2)cc1 | 0 | 16 | -1.1 | 96 | 9 | -3 | 3 | -0.6 | 1 | 5
Cc1cc(Br)ccc1OCC(=O)NNC(=O)CCc1ccccc1 | 0 | -1 | -2.0 | 105 | -10 | -2 | 3 | -2.1 | 1 | 1
CCc1nc2ccc(C(=O)N(CC)CC(=O)Nc3c(F)cccc3F)cc2nc1CC | -3 | 3 | -0.7 | 111 | 11 | -1 | 0 | 0.4 | 0 | -2
CC1CCCC(NC(=S)NC(=O)c2ccccc2Br)C1C (configuration not stated) | -8 | 0 | -0.5 | 112 | 24 | -1 | 2 | 2.5 | -1 | -10
O=C(COC(=O)c1cc(=O)[nH]c2ccccc12)Nc1ccc(F)cc1F | -3 | -2 | -0.8 | 102 | 11 | -6 | 0 | -0.1 | 2 | -4
COCCn1nnnc1C(c1cc2cc(C)ccc2[nH]c1=O)N1CCCCCC1 (configuration not stated) | -1 | · | 0.2 | 96 | 3 | 2 | -13 | 1.9 | -1 | -4
O=C(CCNC(=O)C1CCN(S(=O)(=O)c2ccc(F)cc2)CC1)NCc1ccccc1Cl | 2 | · | -3.6 | · | -6 | -5 | -1 | 0.9 | -2 | 0
CCC(C)NC(=O)Cn1cnc([N+](=O)[O-])c1 (configuration not stated) | -1 | 1 | -0.1 | 89 | 28 | -2 | -4 | -0.2 | -7 | -11
N#Cc1cc(-c2ccccc2)nn1-c1ccccc1 | -7 | -6 | -0.6 | · | 38 | -3 | 0 | 1.9 | -2 | -1
COc1ccc(CN2CC(=O)N(c3ccc(C)cc3)C2=S)cc1OC | 1 | -2 | -0.1 | 95 | 25 | -2 | 2 | -1.3 | -1 | 1
COCCn1c(COc2ccc(Cl)cc2)nnc1SCC(N)=O | 1 | 3 | -2.7 | · | 0 | -1 | -2 | -0.9 | -2 | -8
O=C(N/N=C/c1ccc(OCc2ccccc2)cc1)c1ccncc1 | 1 | -3 | -2.3 | 102 | 2 | -4 | -2 | -0.4 | -8 | -11
N#CCOC(=O)C1CSC2(c3ccc(Br)cc3)CCC(=O)N12 (configuration not stated) | 3 | -3 | 0.3 | 98 | 10 | -1 | 7 | -0.7 | · | -12
CCCCOc1ccc(C(C)NC(=O)CCS(=O)(=O)Cc2ccc(C)cc2)cc1 (configuration not stated) | -4 | -1 | 0.1 | 87 | 8 | -5 | 2 | 0.2 | -2 | -6
CC1CCc2c(C(=O)NCc3ccccn3)csc2C1 (configuration not stated) | -2 | -2 | -1.0 | 93 | 24 | -5 | 0 | 0.1 | · | -1
CN(C(=O)CN1C(=O)NC(C)(c2cccc(Br)c2)C1=O)C1CCCCC1 (configuration not stated) | 1 | 0 | 0.1 | 106 | 33 | 5 | -4 | -4.1 | 6 | -14
Cc1ccc(S(=O)(=O)Nc2c(C)n(C)n(-c3ccccc3)c2=O)cc1C(=O)OCC(=O)N1CCCC(C)C1 (configuration not stated) | -2 | -2 | 0.4 | 98 | -12 | 1 | -1 | 0.0 | · | -1
Cc1nc2ccccc2c(=O)n1NC(=O)C1CC1C (configuration not stated) | 0 | -10 | -1.4 | 105 | -9 | -7 | 3 | -1.5 | -1 | -10
CC1Cc2ccccc2N1C(=O)CSc1ncccn1 (configuration not stated) | -2 | -1 | -1.3 | 124 | -10 | 0 | 1 | -1.7 | -4 | 3
COc1cc(CC(=O)OCC(=O)Nc2ccccc2C#N)cc(OC)c1OC | -2 | -1 | 0.1 | 90 | 20 | -1 | -2 | -0.6 | 0 | 2
